# Pf apPOL inh: Pf-apPOL inhibitors, biochemical, fluorescence. inhibition, % at 10 µM. Plasmodium falciparum apicoplast DNA polymerase (apPOL). AID 1794808, 2022. Recombinant Pf-apPOL, molecular beacon fluorescence, 1.5 h. 210,000 compounds, 0.25% hits
# mHTT-CaM PPI inh: mutant huntingtin-calmodulin interaction inhibitors – biochemical, AlphaScreen, primary screen | P42858 | AlphaScreen His-mHTT/GST-CaM binding, luminescence | inhibition, % at 15 µM | 190,000 compounds, 3.6% hits;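 also: 0% = both proteins with DMSO and 100% = one protein alone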
# The depositor's hits bear a star; i = inactive; nt = not tested or not shown; & = joins results of further samples. Rule as the data show it: active = inhibition above about 50%; inactive = the rest.
structure	Pf apPOL inh	mHTT-CaM PPI inh
Cc1cc(NC(=O)CSC2=NN3CCCC(=O)N=C3S2)no1	-0.3	-1.0
CN1CCN(C(=O)c2cc3c(=O)n(C)ccc3n2C)CC1	0.7	-9.9
CC1(C)CCC(C)(C)NC(SCc2cccc(C(F)(F)F)c2)=N1	0.9	nt
COc1ccc(C2Nc3ccccc3C(=O)N2O)cc1Cn1nc(C)c([N+](=O)[O-])c1C (stereo not drawn)	7.8	21.0
O=C(NCc1ccc2c(c1)OCO2)c1ccccc1[N+](=O)[O-]	-13.0&2.4	5.0&-1.0
COc1ccccc1N1C=C(C#N)S(=O)(=O)c2ccc(Cl)cc21	-0.6	-1.7
O=C(Nc1cccc(O)c1)C1CC(c2ccc(F)cc2)=NO1 (stereo not drawn)	-3.8	-2.7
O=C(Nc1cccc(-c2nc3ccccc3[nH]2)c1)c1cccnc1	-3.5	4.0
Cc1ccc(CNC(=O)CC2CCN(C(=O)c3ccccc3)CC2)o1	-4.4	0.8
CCNc1nc(C#N)nc(N2CCOCC2)n1	nt	-7.8
Cc1ccnc(Nc2nc(-c3ccncc3)cs2)c1	2.9	28.4
COc1cc2c(cc1OC)C(c1ccc([N+](=O)[O-])cc1)N(C(C)=O)CC2 (stereo not drawn)	-2.9	10.4
COc1cccc(C(=O)Nc2cccn3nc(C)nc23)c1	1.3	-5.5
O=C(CCCn1cnc([N+](=O)[O-])n1)Nc1cc(Cl)ccc1Cl	0.5	-1.0
CC(=O)N1CCc2cc(N3CC(C(=O)Nc4ccc(C)c(F)c4)CC3=O)ccc21 (stereo not drawn)	-1.9	2.7
O=C(c1ccccc1OCC1CCN(C(=O)C2(c3ccccc3)CC2)CC1)N1CCCCC1	-3.1	6.9
COc1cccc(C(=O)Nc2ccc(NC(=O)c3ccccc3)c(C)c2)c1	-2.3	0.7
COc1cc(C=C2Oc3c(ccc(O)c3CN(C)C)C2=O)cc(OC)c1OC	-29.5	-2.1
Cc1ccc(C2CC(C(F)(F)F)n3ncc(C(=O)Nc4ccc(C(C)O)cc4)c3N2)cc1 (stereo not drawn)	5.4	33.0
CC(=O)Nc1cccc(N2CC(C(=O)NCc3ccc(Cl)cc3)CC2=O)c1 (stereo not drawn)	-6.4	1.0

# Filtered by structure, the compounds so far with a Cl atom.
structure	Pf apPOL inh	mHTT-CaM PPI inh
COc1ccccc1N1C=C(C#N)S(=O)(=O)c2ccc(Cl)cc21	-0.6	-1.7
O=C(CCCn1cnc([N+](=O)[O-])n1)Nc1cc(Cl)ccc1Cl	0.5	-1.0
CC(=O)Nc1cccc(N2CC(C(=O)NCc3ccc(Cl)cc3)CC2=O)c1 (stereo not drawn)	-6.4	1.0

# The list goes on.
structure	Pf apPOL inh	mHTT-CaM PPI inh
COc1cccc(C(=O)N2CCC(C(=O)O)CC2)c1	-0.8	-1.3
O=C(NCCN1CCCC1)c1cc2n(n1)CCCN(Cc1ccc(F)cc1)C2=O	7.7	8.8
O=C(C1CC(=O)N(c2ccc(F)cc2)C1)N1CC(c2nc(-c3ccccn3)no2)C1 (stereo not drawn)	-2.2	11.9
O=C(c1ccoc1)N1CCCCC1CCN1CCOCC1 (stereo not drawn)	-2.0	-1.6
CCN(C)C(=O)Oc1cccc([C@H](C)N(C)C)c1	2.0	nt
Cc1ccc(-n2c(SCC(=O)Nc3cccc(C(F)(F)F)c3)nc3c(c2=O)SCC3)cc1	-6.6	3.0
CCN(CC)C(=O)C1CCCN(Cc2ccc(OC)c(C)c2)C1 (stereo not drawn)	4.5	-5.1
Cc1ccc(NC(=O)N2CCC(c3nc(C(=O)N4CCCC4)c(C)o3)CC2)cc1C	-3.1	-0.3
CCOc1cccc2cc(-c3ccc(OC)c(OC)c3)c(=O)oc12	-4.0	-8.5
Cc1cccc(N2CCC(C(=O)NCC(C)C)C2=O)c1C (stereo not drawn)	-1.5	-1.7
Cc1ccc(NC(=O)C2CCN(c3cncnc3N3CCCC3)CC2)cc1	-0.4	4.3
COc1ccc(N2CCN(C(=O)C3CCCN(c4cnn(C)c(=O)c4)C3)CC2)cc1 (stereo not drawn)	-3.5	8.3
CCS(=O)(=O)N1CCc2nc(-c3ccc(F)cc3)ncc2C1	0.7	-2.8
CC(C)N(C(=O)C[n+]1cccc(/C=N/O)c1)C(C)C	-1.7	i
COc1ccc(NC(=O)CSc2nc3c(cc2C#N)CCCCC3)cc1	5.7&-1.3	5.0&2.0
O=S1(=O)CC(N2CCCC2)CN1C1CCCC1 (stereo not drawn)	-5.8	-2.2
C1=CCC(CN2CCN(C3CCCC3)CC2)CC1 (stereo not drawn)	-3.6	-0.8
COCn1nnc2ccccc21	6.9	nt
Cc1cc(C)n(CCc2nc3c4ccccc4nc(SCC#N)n3n2)n1	-0.6	-1.0
O=C(Nc1ccccc1C(=O)O)c1ccccc1	-120.1	-3.3

# Three structures already listed, ordered by SMILES length, ascending.
structure	Pf apPOL inh	mHTT-CaM PPI inh
C1=CCC(CN2CCN(C3CCCC3)CC2)CC1 (stereo not drawn)	-3.6	-0.8
COc1cccc(C(=O)N2CCC(C(=O)O)CC2)c1	-0.8	-1.3
Cc1cc(C)n(CCc2nc3c4ccccc4nc(SCC#N)n3n2)n1	-0.6	-1.0

# Back to the main list, starting 2 compounds before the break.
structure	Pf apPOL inh	mHTT-CaM PPI inh
Cc1cc(C)n(CCc2nc3c4ccccc4nc(SCC#N)n3n2)n1	-0.6	-1.0
O=C(Nc1ccccc1C(=O)O)c1ccccc1	-120.1	-3.3
O=C(Nc1nc2c(s1)CCCC2)c1ccc([N+](=O)[O-])o1	64.0*	18.0
Cc1ccc(S(=O)(=O)N2CCN(c3ccc([N+](=O)[O-])c(N4CCOCC4)c3)CC2)cc1	-5.8	-2.0
COc1ccc2oc(=O)c(C(=O)Nc3nc4ccccc4s3)cc2c1	-1.4	-7.0
O=C1OC(c2cccc(F)c2)=N/C1=C/c1ccc2c(c1)OCO2	-3.3	7.0
Cc1oc(C2CCN(S(=O)(=O)c3ccc(F)c(Cl)c3)CC2)nc1C(=O)N(C)C	-3.5	-0.3
O=C(Nc1ccc(N2CCOCC2)cc1)c1sc2ccccc2c1Cl	0.0	0.2
CC1CCN(C(=O)CC2Sc3ncccc3N(C)C2=O)CC1 (stereo not drawn)	-1.0	-9.3
Cc1ccccc1CSCC(Nc1ccc(C(=O)O)cc1[N+](=O)[O-])C(=O)O (stereo not drawn)	-7.5	5.0
CCNC(=O)c1cc(C)nc2ccc(F)cc12	-6.8	-0.1
COc1ccc(C2C=C(c3cccc(Br)c3)Nc3nnnn32)c(OC)c1OC (stereo not drawn)	2.4	23.0
O=C(/C=C1\Sc2ccccc2N(Cc2ccc(F)cc2)C1=O)NC1CCCC1	2.9	-3.0
Cn1c(C2CCN(C(=O)c3ccc(Br)cc3)C2)nc2cccnc21 (stereo not drawn)	-6.6	2.9
Cc1ccccc1CNC(=O)C1(C)CCCN(S(=O)(=O)c2ccc(F)cc2)C1 (stereo not drawn)	-1.2	-6.0
O=[N+]([O-])c1cc([N+](=O)[O-])c2cccnc2c1N1CCOCC1	5.0	20.0
C[S+](C)c1c(O)n(CCc2ccc(F)cc2)c(=O)[nH]c1=O	-1.0	1.0
CC(C)CCNC(=O)C1(C)CCC(=O)N1CCCN1CCC(Cc2ccccc2)CC1 (stereo not drawn)	-0.5	3.8
Cc1ccc(CSc2nnc(-c3cc(C)n(-c4ccc([N+](=O)[O-])cc4)n3)n2C)cc1	-13.7	nt
Cc1ccc(NC(=O)Nc2ccc3snnc3c2)cc1	-4.5	-5.4
O=S(=O)(CCc1ccccc1)NCC(c1cccs1)N1CCOCC1 (stereo not drawn)	-5.8	-12.3
CCOC(=O)C1=C(C)NC(=O)NC1C1CC=CCC1 (stereo not drawn)	-3.1	-1.2
CCOc1ccccc1C(=O)NCCC1CCN(C(=O)c2ccc(C)cc2)CC1	-2.0	30.1
O=C(C1=C(O)C(=O)N(CCCn2ccnc2)C1c1ccncc1)c1cccs1 (stereo not drawn)	-25.9	2.0
O=C(NCc1cc(F)cc2c1OCOC2)c1cc(-c2ccc(Cl)cc2)oc1C(F)(F)F	3.3	nt
O=C(Nc1ccccc1-c1nc(-c2ccc(Cl)cc2)no1)c1ccc(Cl)c(Cl)c1	4.7	nt
COc1ccc(NC(=O)c2ccc(N(Cc3ccc(C)cc3)S(C)(=O)=O)cc2)cc1Cl	0.3	-0.4
CC(C)NC(=O)n1nccc1-c1cc(-c2ccccc2)no1	-11.2	nt
Cc1ccccc1N=c1oc2ccc(Cl)cc2cc1C(=O)Nc1nccs1	-1.0	-4.0
Cc1nc(C(=O)Nc2ccccc2F)nn1-c1ccccc1	-2.9	-3.9
N#Cc1ccc(N2C(=O)C3=C(SCCS3)C2=O)cc1	-11.9	nt
CCOc1ccc(CN2CCc3nc(N4CCN(c5ccccn5)CC4)ncc3C2)cc1	-1.8	24.3
COc1ccc2c(c1)C(c1ccccc1OC)CC(=O)O2 (stereo not drawn)	26.9	38.0
Cc1ccc2c(c1)N(C(=O)Nc1ccccc1C(F)(F)F)CCO2	-9.3	-0.9
COc1ccc(CN2COc3cc4c(cc3C2)OCO4)cc1	-5.6	7.0
CCCc1cc(C2CCCN2C(=O)NCc2cccc(OC)c2)no1 (stereo not drawn)	-8.7	2.9
CC1CCN(C(=O)c2csc(-c3ccc(N4CCCC4)nc3)n2)CC1	0.9	-7.9
Cc1ccc(NC(=O)C(Cl)Cl)c(Br)c1	-2.0	-13.0
CC(C)CN(CC(C)C)S(=O)(=O)N1CCC(C(=O)NC2CCCCCC2)CC1	-11.7	-9.0
O=C(c1ccc(C(F)(F)F)cc1)N1CCc2nc(-c3ccccc3)ncc2C1	-1.6	-0.6
COCCCNC(=O)N1CCCC1c1ccc(Cl)cc1 (stereo not drawn)	-2.3	-5.9
COc1ccc(OC)c2sc(NC(=O)Nc3c(F)cccc3F)nc12	-5.6	1.6
CCc1cc2c(=O)c(-c3ccc(OC(C)C)cc3)coc2cc1OC(C)=O	-3.8	-6.6
COCCNc1c([N+](=O)[O-])c(=O)n(-c2ccccc2)c2ccccc12	-5.8	4.7
CC(NC(=O)c1ccc(-c2cncnc2)nc1)c1ccccc1 (stereo not drawn)	2.5	-4.1
Cc1cccc(CNC(=O)c2ccc(-c3ccnc(N4CCCC4)n3)cc2)c1	-15.0	-5.8
Cc1cc([N+](=O)[O-])ccc1NC(=O)Cc1ccc(Cl)cc1	-2.9	4.8
COc1cc(C(=O)NNC(=O)C(C)Oc2ccc(Cl)cc2Cl)cc(OC)c1OC (stereo not drawn)	-4.6	nt
COc1ccc(SC[C@H](Cc2ccccc2)N2CC[C@@H](C(C)(C)C)CCC2=O)cc1	-4.5	-4.9
CN1CCN(C(=O)c2ccc3c(c2)N(S(=O)(=O)c2ccccc2)CC3)CC1	-2.3	-0.3
Cc1ccc(C(=O)N2CCC(Cc3nnc(-c4ccccc4)o3)CC2)c(C)c1	2.0	22.2
CCCOc1ccc(C2Nc3ccccc3NC3=C2C(=O)CC(c2cccs2)C3)cc1 (stereo not drawn)	-9.2	43.0
CN(C)CCN1CCN(C2CN(Cc3ccc(F)cc3)S(=O)(=O)C2)CC1 (stereo not drawn)	0.9	-5.4
O=C(c1ccoc1)N1CCc2[nH]cnc2C1c1ccccc1 (stereo not drawn)	-2.7	4.0
CSc1ccccc1NC(=O)C1(c2ccc(F)cc2)CC1	-0.8	-36.9
CCn1nc(-c2ccc(OC)cc2F)cc1C(=O)NC1CC1	-13.8	2.1
O=[N+]([O-])c1ccc(OCc2ccccc2)cc1	2.6	-16.0
CCCCN1C[C@H](CO)Oc2cccc(F)c2S1(=O)=O	-4.5	7.0
O=C(Cc1csc(-n2cccc2)n1)NCCOc1ccc(F)cc1	-27.9	9.3
CCc1noc(-c2cccnc2N2CCCN(C(=O)Cc3ccc(F)cc3)CC2)n1	-7.5	0.6
NC(=O)c1ccccc1NC(=O)CCSc1ccccc1	-2.5	-0.6
O=C(Cc1ccc(Cl)cc1)Nc1cc(-c2ccccn2)no1	-0.9	2.3

# Going on with the list.
structure	Pf apPOL inh	mHTT-CaM PPI inh
CC(Oc1ccc(Cl)cc1Cl)C(=O)NC1CC(C)(C)NC(C)(C)C1 (stereo not drawn)	-4.9	-0.8
COc1ccc(OC)c2c1CC(C)(C)N=C2SC	-2.5	-10.0
O=C(NCc1ccc(F)cc1)c1cncc(-c2cc3ccccc3s2)c1	-0.9	-1.8
COc1cccc(CC(=O)N2CCC(c3nc(C4CC4)n[nH]3)CC2)c1	-8.6	0.9
Cc1cc(S(=O)(=O)n2c(C)nc3ccccc32)ccc1Cl	-8.3	-6.0
COc1ccc(S(=O)(=O)N(CC(=O)NCC2CCCO2)c2ccc(C)cc2)cc1OC (stereo not drawn)	8.8	6.0
Clc1cc(Cl)cc(CN[C@H]2CCC23CCCCC3)c1	-3.0	-3.4
O=C(CSc1cn(Cc2cccc(F)c2)c2ccccc12)Nc1ccccc1	1.7	22.0
CC12COC3(C(=O)O)CC1CCC32C (stereo not drawn)	-1.9	-0.9
Cc1cccc(NC(=O)C2(N3CCC3=O)CCCCC2)c1	-3.4	-5.0
CC(=O)Oc1ccc2c(=O)c(-c3ccc4c(c3)OCCO4)c(C)oc2c1C	7.3	-0.5
Cc1ccc(NC(=O)N2CCCC(CCC(=O)NCc3cccc(C)c3)C2)cc1 (stereo not drawn)	-5.9	7.5
O=C(NCC1CC1)c1ccccc1NC(=O)c1cc2ccccc2oc1=O	-1.1	nt

# High-throughput results (PubChem BioAssay)
